# TNF necrop inh = blocks TNF-alpha induced death of Jurkat FADD-/- cells | AID 463075 | 0.068% of 220,000 active | activation (protection from cell death), % at 10 µM | Jurkat FADD-/- TNF necroptosis rescue, ATP luminescence, 24 h; 0 = TNF only, 100 = no-TNF cells;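 active = activation, meaning protection from cell death, of at least 50% relative to plate controls; inactive = activation below 50%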;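 also: necroptosis triggered by 40 ng/mL TNF-alpha added together with compound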
# Wee1 stabilizer = blocks degradation of human Wee1 kinase. HeLa Luc-Wee1K328M stability, luciferase luminescence; 100% = proteasome inhibitor MG132 effect. reporter increase, % at 5 µM. 1.2% of 220,000 active;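 active = activation above the mean of all tested compounds plus 3 SD, set per screening run, cut at about 8.8% in these data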;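 also: cells exposed to compound for 20 h before luminescence read; 0% = DMSO alone and 100% = MG132 at 30 µM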
# PPC-1+TRAIL kill = PPC-1 cancer cell killing with TRAIL present | PPC-1 cells + TRAIL, ATPLite viability luminescence | cell killing (% activity), % at 4 µM | 0.41% of 220,000 active;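 active = cell killing above 50% in the first pass at 4 µM, then a duplicate retest at 5 µM averaging 50% or more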;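 also: plate controls were cells with TRAIL plus DMSO for no effect and medium-only wells lacking cells for full effect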
# FXIa inh = factor XIa (human) inhibition. P03951. purified FXIa, Boc-Glu-Ala-Arg-AMC fluorogenic substrate. inhibition, % at 5 µM. 0.14% of 220,000 active;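 active = inhibition of at least 40%; inactive = inhibition below 40%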;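 also: fluorescence of freed AMC excited at 355 nm; 0% = enzyme without compound and 100% = no enzyme blank; many of its hits are not listed in these tables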
# Target sequence (P03951 19-387 limits assumed): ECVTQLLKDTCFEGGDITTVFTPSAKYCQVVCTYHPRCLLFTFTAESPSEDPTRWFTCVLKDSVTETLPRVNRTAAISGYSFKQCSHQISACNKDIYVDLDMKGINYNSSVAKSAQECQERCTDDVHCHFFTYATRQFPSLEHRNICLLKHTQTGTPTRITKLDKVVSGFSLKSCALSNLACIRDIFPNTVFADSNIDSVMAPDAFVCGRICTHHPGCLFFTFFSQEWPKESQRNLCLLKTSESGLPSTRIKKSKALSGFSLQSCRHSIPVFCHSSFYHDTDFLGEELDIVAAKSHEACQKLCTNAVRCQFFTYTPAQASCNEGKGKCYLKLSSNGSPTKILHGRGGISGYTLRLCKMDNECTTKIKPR
# Target sequence (P03951 388-625 limits assumed): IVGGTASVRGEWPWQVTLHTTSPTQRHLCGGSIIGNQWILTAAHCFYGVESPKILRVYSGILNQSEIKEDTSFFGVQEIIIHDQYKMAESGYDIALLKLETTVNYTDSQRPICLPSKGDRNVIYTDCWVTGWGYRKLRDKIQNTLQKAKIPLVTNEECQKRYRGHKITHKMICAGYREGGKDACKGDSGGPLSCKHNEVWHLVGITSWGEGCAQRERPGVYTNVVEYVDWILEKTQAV
# Tb hexokinase = blocks Trypanosoma brucei hexokinase 1 activity | inhibition, % at 10 µM | recombinant TbHK1, G6PDH-coupled NADH A340 | AID 1430 | 0.11% of 220,000 active;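 active = inhibition of 50% or more in the single-dose primary screen; inactive = inhibition below 50%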
# L929 necroptosis = blocks zVAD induced death of L929 cells; L929 zVAD necroptosis rescue, ATP luminescence, 24 h; with zVAD 60 µM; 0.38% of 220,000 active; AID 1377; viability rescue, % at 10 µM;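 active = activation, scaled between plate controls, above about 75%, limit read from the data; inactive = activation under that limit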;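 also: 0% = zVAD with DMSO and 100% = DMSO alone without zVAD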
# CHOP inhibitor = CHOP inhibition in unfolded protein response; CHO-K1 CHOP-promoter luciferase, tunicamycin-induced, 15-18 h; inhibition, % at 10 µM; 3.8% of 220,000 active;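 active = compounds that reduced the stress-induced luciferase reporter signal by more than about 70% of percent inhibition, limit read from the data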;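 also: 0% = tunicamycin plus vehicle and 100% = wells without tunicamycin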
# EP2 antag = blocks the human prostaglandin E2 receptor EP2; 0.52% of 260,000 active; C6 glioma cells expressing human EP2, cAMP TR-FRET; cells stimulated with saturating PGE2; inhibition, % at 25 µM;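 active = percent inhibition above 40 after rounding to a whole number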;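 also: rat C6 glioma host cells with rolipram phosphodiesterase inhibitor present; the protocol text gives 20 µM as final concentration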
# Target sequence (P43116 whole entry, looked up): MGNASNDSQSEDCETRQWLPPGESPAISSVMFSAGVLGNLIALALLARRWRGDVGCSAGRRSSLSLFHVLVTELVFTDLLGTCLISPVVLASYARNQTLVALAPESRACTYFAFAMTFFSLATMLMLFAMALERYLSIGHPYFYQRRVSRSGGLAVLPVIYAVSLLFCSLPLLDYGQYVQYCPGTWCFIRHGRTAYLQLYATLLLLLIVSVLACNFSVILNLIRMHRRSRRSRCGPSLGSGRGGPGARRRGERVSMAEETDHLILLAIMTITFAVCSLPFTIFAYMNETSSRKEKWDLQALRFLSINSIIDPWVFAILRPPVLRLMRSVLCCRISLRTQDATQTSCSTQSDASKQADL
# FXIIa inh 1536 = inhibitors of human coagulation factor XIIa; 0.3% of 220,000 active; inhibition, % at 5 µM; purified FXIIa, Boc-QGR-AMC fluorogenic substrate, 2 h; in the data active = inhibition above about 40%;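 also: 0% = enzyme with no compound and 100% = blank without enzyme; many of its hits are not listed in these tables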
# * hit, by the source's call; x = not tested or not shown; & = joins results of further samples.
# Results follow in this order: TNF necrop inh	Wee1 stabilizer	PPC-1+TRAIL kill	FXIa inh	Tb hexokinase	L929 necroptosis	CHOP inhibitor	EP2 antag	FXIIa inh 1536
> CCCn1nnc2c(=O)oc3ccccc3c21
 : 0.0	3	9	8	-10	-0.6	30	4	13
> Cc1cnn(-c2nc(-c3ccccc3)cc(-c3ccccc3)n2)c1
 : -1.8	-1	3	12	3	-1.6	56	5	14
> O=C(CCc1nc2ccccc2s1)OCC(=O)c1ccc[nH]1
 : 0.7	1	7	-6	-3	18	-9	9	2
> CC(=O)N/C(=C\c1ccc(F)cc1)C(=O)OC(C)C
 : 0.4	9	11	3	-4	0.6	0	7	8
> O=C(CNS(=O)(=O)c1ccccc1)NCc1cccnc1
 : 0.9	-3	-7	-3	3	1.0	19	4	3
> CCCS(=O)(=O)N1CCN(C(=O)c2cccnc2)CC1
 : 0.9	-2	28	8	-2	4.5	-13	8	33
> COc1cccc(NC(=O)COC(=O)c2nc(Cl)ccc2Cl)c1
 : 0.2	3	16	3	-3	1.8	8	6	7
> CN(CC(=O)Nc1nc2ccccc2s1)S(=O)(=O)c1ccc(Br)cc1
 : 1.7	-1	19	-1	6	0.4	-1	13	18
> O=C(NCc1ccncc1)/C(=C\c1ccc(F)cc1)NC(=O)c1ccccc1
 : 0.9	-1	7	-5	-3	0.0	-15	6	2
> NC(=O)c1cccc2c3c([nH]c12)CCCC3
 : 0.8	-3	-10	-4	-9	1.0	-6	15	8
> O=C/C(=C\Nc1ccc(C(=O)N2CCOCC2)cc1)c1nc2ccccc2o1
 : -2.9	-1	20	-1	-38	1.2	-7	11	-2
> CC(=O)NC(=S)Nc1ccc(NC(=O)c2cccnc2Cl)cc1
 : 0.6	-1	5	0	-9	-0.8	7	5	10
> CC(=O)/C(=C/Nc1ccc(Oc2ccccc2)cc1)c1ccccc1
 : -2.1	-2	-9	5	-9	-0.6	26	8	4
> CCn1c(SCC(=O)c2ccccc2)nc2ccccc2c1=O
 : -3.3	6	15	1	-7	2.5	34	4	12
> CCc1nnc(NC(=O)CSc2nnc3c(C)cc4c(C)ccc(C)c4n23)s1
 : -3.1	2	24	-1	-17	2.8	-9	17	3

# Arranged by SMILES length (high to low): part of the list above
# Results follow in this order: TNF necrop inh	Wee1 stabilizer	PPC-1+TRAIL kill	FXIa inh	Tb hexokinase	L929 necroptosis	CHOP inhibitor	EP2 antag	FXIIa inh 1536
> O=C(NCc1ccncc1)/C(=C\c1ccc(F)cc1)NC(=O)c1ccccc1
 : 0.9	-1	7	-5	-3	0.0	-15	6	2
> Cc1cnn(-c2nc(-c3ccccc3)cc(-c3ccccc3)n2)c1
 : -1.8	-1	3	12	3	-1.6	56	5	14
> NC(=O)c1cccc2c3c([nH]c12)CCCC3
 : 0.8	-3	-10	-4	-9	1.0	-6	15	8

# The list goes on.
# Results follow in this order: TNF necrop inh	Wee1 stabilizer	PPC-1+TRAIL kill	FXIa inh	Tb hexokinase	L929 necroptosis	CHOP inhibitor	EP2 antag	FXIIa inh 1536
> CCN1CC(CNCc2cn(-c3ccc(OC)cc3)nc2-c2ccccc2Cl)CC1=O (stereo not given)
 : 0.0	24*	-8	-3	-9	-0.9	15	3	5
> CC(=O)N1N=C(c2c(-c3ccccc3)c3cc(C)ccc3[nH]c2=O)CC1c1ccco1 (stereo not given)
 : -0.8	0	8	11	-9	0.1	38	9	16
> CCOC(=O)C(C)c1c(C(=O)c2ccc(C)nc2)c2ccccc2n1C (stereo not given)
 : 0.3	-2	3	-1	-29	-1.0	31	16	15
> C(=N\n1cnnc1)/C1CCCCC1
 : 0.1	1	-25	6	3	1.7	-15	7	-1
> CN(C)C(=O)CC12CC3CC(C1)CC(CC(=O)N(C)C)(C3)C2
 : -0.9	1	-20	2	-2	0.0	4	6	13
> CC(=O)Nc1ccccc1NS(=O)(=O)c1ccc(Cl)cc1
 : -0.9	0	-10	3	0	-0.1	43	4	10
> COc1cc(NC(=O)c2ccco2)c(OC)cc1NC(=O)Nc1ccc(Cl)cc1
 : 1.9	6	5	8	-28	22	-14	10	22
> COCCn1c(SCC(=O)Nc2cc(C)on2)nc2c(c1=O)SC(C)C2 (stereo not given)
 : -0.1	-1	4	1	-33	-0.4	-7	8	15
> Cc1ccc(Cc2cnc(NC(=O)C3=NCCN3)s2)cc1
 : -1.0	1	-18	-5	-21	8.2	2	20	7
> O=C(NCC1CCCO1)c1ccccc1-c1nc(-c2ccc(Cl)cc2)no1 (stereo not given)
 : -3.7	-1	18	-8	0	-0.3	11	9	-6
> Cc1ccc(NS(=O)(=O)c2ccc(/C=C/C(=O)O)cc2)cc1Cl
 : -0.4	7	-6	13	8	-0.3	12	5	36
> CC(=O)Nc1ccc(N2C(=O)CSC2c2ccccc2[N+](=O)[O-])cc1 (stereo not given)
 : 0.0	-2	4	2	-3	-0.6	0	7	13
> CC1CCN(C(=S)Nc2ccc(F)cc2)CC1
 : 0.5	-3	21	8	-9	0.6	0	4	4
> O=C(C1CC(c2ccc(F)cc2)=NO1)N1CCN(Cc2ccccc2)CC1 (stereo not given)
 : 2.8	-2	42	2	-4	0.4	43	7	9
> CCn1cc(/C=C/C(=O)Nc2ccc(C)cc2Br)cn1
 : 1.1	2	12	0	-2	0.7	-4	2	5
> CCOC(=O)c1ccc2nc(C)c3c(c2c1)OC(C)C3 (stereo not given)
 : 0.6	1	28	-4	-5	0.7	-6	14	10
> CS(=O)(=O)NCCn1ccc2ccccc21
 : 0.2	-1	3	19	-2	-1.6	21	6	9
> COc1ccc(-c2csc(NC(=O)C3COc4ccccc4O3)n2)cc1OC (stereo not given)
 : 1.4	8	18	2	-7	3.0	46	15	3
> Cc1ccc(S(=O)(=O)N2CCC(=O)N(CCOCc3ccc(F)cc3)CC2)cc1
 : 1.1	-2	4	4	-1	-1.3	0	13	14
> O=C(Cn1nnc(-c2ccccc2F)n1)Nc1cccc2ncccc12
 : 0.3	-4	5	1	-6	2.2	7	23&6	7
> CC1CCCCC1NC(=O)/C(C#N)=C/C=C/c1ccccc1[N+](=O)[O-] (stereo not given)
 : -4.7	0	10	-2	-6	77*	17	4	2
> CCc1ccc(C(=O)C(C)OC(=O)C2COc3ccccc3O2)cc1 (stereo not given)
 : 1.5	2	16	0	34	0.6	31	7	6
> Cc1ccccc1Cn1cc(NC(=O)c2cc3nc(-c4ccco4)cc(C(F)(F)F)n3n2)cn1
 : -6.1	1	12	-7	-18	-0.5	-26	12&6	4
> CN(C(=O)COC(=O)c1ccc([N+](=O)[O-])cc1)c1ccccc1
 : -0.2	0	4	28	11	0.1	7	1	22
> COc1cc(C(=O)O)cc(NC(=O)c2ccco2)c1OC
 : 1.7	-1	-1	11	-24	0.9	9	10	4
> CS(=O)(=O)c1ccc(Cl)c(S(=O)(=O)NCc2ccccc2)c1
 : -1.2	1	2	-6	21	0.2	16	4	3
> CC1(C)Cc2c(sc3c2c(=O)n(-c2cccc(Cl)c2)c(=O)n3CC(N)=O)CO1
 : 0.6	1	7	0	-10	0.5	7	8	14
> Cc1nc(Nc2c(Cl)cccc2Cl)sc1C(=O)Nc1ccccc1
 : 4.2	1	-2	1	3	18	25	5	8
> O=C1Nc2ccc(S(=O)(=O)NCC3CCCO3)c3cccc1c23 (stereo not given)
 : -0.8	-2	0	-3	-17	0.2	7	12	2
> COc1ccc(C(=O)C2CCCN(Cc3cccc4c3OCO4)C2)cc1OC (stereo not given)
 : 1.8	3	17	2	-12	0.7	-2	6	10
> O=C(CCCN1C(=O)/C(=C/c2ccccc2Cl)SC1=S)NNC(=O)c1ccncc1
 : -5.3	-3	16	5	-25	-1.1	67	11	10
> O=C(Nc1ncc(Br)s1)C1CCCN1S(=O)(=O)c1cccc2cccnc12 (stereo not given)
 : 1.4	-1	14	-16	-3	3.2	50	13	-1
> NC(=O)C1=C[C@H](c2coc3ccccc3c2=O)C[C@H](OCCCCO)O1
 : -1.3	0	9	4	8	-0.2	28	13	11
> NNC(=O)c1ccc([N+](=O)[O-])c(CS(=O)(=O)c2ccc(Cl)cc2)c1
 : -2.3	1	22	7	-1	0.4	3	x	22
> N#Cc1ccc(Cl)cc1NC(=O)CSc1nc2nc(-c3cccs3)cc(C(F)(F)F)c2c(=O)[nH]1
 : 1.6	-3	11	-15	-40	0.5	5	17	3
> Cc1ccc(C(=O)N2CCN(c3ccc(Cl)cc3)CC2)cc1
 : -1.9	2	2	3	-1	0.3	51	10	15
> COCCCn1c(Cc2csc(Nc3cccc(Cl)c3)n2)nnc1SCC(=O)OC
 : -1.7	4	9	3	15	-0.2	17	15	19
> CC(=O)c1cc2c(cc1NC(=O)CCn1cccc1)OCO2
 : -2.0	-1	19	1	-15	3.2	16	18	-13
> NC(=O)C1CCN(C(=O)COc2ccc3ccccc3c2)CC1
 : -2.4	-2	10	-4	-7	-0.5	-21	10&13	-2
> O=C(NCC1COc2ccccc2O1)c1c[nH]c2ccc(S(=O)(=O)N3CCOCC3)cc2c1=O (stereo not given)
 : -1.1	0	9	13	4	0.2	-12	10	19
> Cc1ccc(-c2nn(C)c(=O)c3ccccc23)cc1CNC(=O)c1ccccc1
 : -2.9	2	-5	-3	-7	2.0	16	11	3
> COc1ccc(Cl)cc1NC(=O)CN1C(=O)CSC1=O
 : -0.6	0	14	7	14	0.7	-24	8&15	24
> COc1cc(/C=N/Nc2cccc(C)c2)ccc1OC(=O)c1ccco1
 : 0.5	-2	-2	2	-14	0.8	42	2	13
> CC(/C=N/NC(=O)c1cc(-c2cccn2C)n[nH]1)=C\c1ccccc1
 : 2.0	-1	15	53*	-22	2.2	2	8	36
> Cc1ccccc1NC(=O)Cn1c(=O)sc2ccccc21
 : 0.1	-1	12	-5	0	-0.8	-10	10	2
> COc1ccc(Nc2ncnc3sc(-c4ccccc4)cc23)c(OC)c1
 : 4.2	3	-7	-5	-25	1.2	20	16	5
> CCC(C(=O)OC)n1cnc2c(nnn2-c2ccc(OC)cc2)c1=O (stereo not given)
 : 0.0	-2	12	-5	5	1.3	4	12	-1
> CC(C)(C)NC(NC(=O)Cc1ccccc1)C(Cl)(Cl)Cl (stereo not given)
 : -2.8	1	10	-1	-4	-0.1	8	6	7
> O=C(CCSCc1cccc(Cl)c1)NCCc1ccccc1
 : 2.5	0	14	-1	0	3.3	10	5	11
> CCCCC1=CC2=C(c3ccco3)C(=O)C(C)(OC(=O)c3ccc(OC)cc3)C(=O)C2=CN1CCN1CCOCC1 (stereo not given)
 : -4.1	x	16	0	-9	-0.2	-12	2	5
> COc1ccc(N/C(=N/c2nc(C)cc(C)n2)NC(=O)c2ccccc2)cc1
 : 1.6	3	9	2	-5	-0.3	44	-2	13
> O=C(OCC(=O)N1c2ccccc2Sc2ccccc21)c1cccnc1
 : -1.7	-1	15	0	-1	0.6	16	9	11
> O=C(Nc1ccc2c(c1)OCCO2)C1CCN(S(=O)(=O)c2cccc3nsnc23)CC1
 : 0.4	-3	27	5	11	-0.1	0	9	17
> Cc1cccc(N(CC(=O)Nc2ccc(F)cc2)S(C)(=O)=O)c1
 : 2.2	-2	1	1	-3	0.8	13	2	12
> COC(=O)CCn1nc(-c2ccc(Cl)cc2)c2ccccc2c1=O
 : -0.3	-1	-8	-2	-3	3.2	25	9	3
> Oc1ccc(-c2nc3ccccn3c2NCc2ccco2)cc1
 : -6.9	0	-2	-8	-17	1.1	-15	13&20	-22
> CCOc1cccc(C(=O)Nc2cccc(C(C)=O)c2)c1
 : 0.2	1	18	4	6	0.7	62	10	6
> CC(C)(C)c1ccc(C(=O)Nc2ccc(S(N)(=O)=O)cc2)cc1
 : 0.1	2	-5	5	-5	83*	18	9	17
> Cc1ccc(Cn2nnc3c(=O)n(CC(=O)NCc4ccco4)cnc32)cc1
 : -5.0	0	18	4	4	0.9	23	11	13
> O=C(NC(=S)NC1CCSC1=O)c1ccccc1Cl (stereo not given)
 : -2.0	-3	-1	0	2	-0.2	8	15	12

# The list is partial. The share of hits here may be higher or lower than overall.
